Assay outcomes (PubChem)
KCNK3 inh: human KCNK3 channel inhibition, primary screen | CHO-KCNK3 thallium flux, FluxOR fluorescence; active compounds read low | B-score at 10 µM | 0.84% of 340,000 active;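 active means B-score under library mean minus 4 SD, starting fluorescence ratio at most library mean plus 5 SD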;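 further: more negative B-score means stronger inhibition of thallium flux through KCNK3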
ANO1 block: inhibitors of mouse TMEM16A calcium-activated chloride channel | Q8BHY3 | HEK293 TMEM16A/YFP iodide influx fluorescence, ionomycin | normalized B-score (activity score, 25-100; higher = stronger inhibition) at 10 µM | 1.2% of 310,000 active | AID 588511;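 active means ratio plate-corrected score three or more library SD toward inhibition, starting fluorescence score within five deviations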;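 further: score derived from kinetic fluorescence span divided by baseline fluorescence per well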
KCNK9 inh: blocks the human KCNK9 two-pore domain potassium channel; Q9NPC2; HEK293 KCNK9, FluxOR thallium flux fluorescence; active compounds read low; B-score at 10 µM; 1.2% of 310,000 active;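 active means ratio B-score over 3 SD below the library mean, with starting fluorescence within 5 SD of its mean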;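 further: negative B-score means less thallium flux so channel inhibition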
Target sequence (Q9NPC2 whole entry, looked up, the tested form may be a part): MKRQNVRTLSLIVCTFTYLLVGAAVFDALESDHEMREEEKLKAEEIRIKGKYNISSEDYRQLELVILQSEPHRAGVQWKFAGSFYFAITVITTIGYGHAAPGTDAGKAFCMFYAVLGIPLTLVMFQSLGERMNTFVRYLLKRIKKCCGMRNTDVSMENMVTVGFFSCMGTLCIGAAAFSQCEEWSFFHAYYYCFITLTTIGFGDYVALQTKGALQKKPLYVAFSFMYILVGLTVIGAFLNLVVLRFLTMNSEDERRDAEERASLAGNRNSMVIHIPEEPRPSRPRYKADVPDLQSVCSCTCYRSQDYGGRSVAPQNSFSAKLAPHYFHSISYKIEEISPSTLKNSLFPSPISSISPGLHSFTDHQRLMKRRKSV
KCNQ1 block: blocks the human KCNQ1 potassium channel; AID 2642; CHO-K1 KCNQ1, FluxOR thallium flux fluorescence; active compounds read high; 1.3% of 310,000 active; P51787; B-score at 10 µM;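 active means compounds whose thallium flux B-score, printed positive for inhibition, exceeds three library SD while starting fluorescence stays within three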;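 further: channel opened by potassium depolarization with thallium stimulus after 20 min compound exposure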
TRPC4 PAM: allosteric potentiators of mouse TRPC4 channel. Q9QUQ5. HEK293 TRPC4beta/mu-opioid, DAMGO EC20, Fluo-4 Ca2+ flux; active compounds read high. 0.42% of 310,000 active. B-score at 10 µM;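 active means B-score of calcium response area above 5 SD of library B-scores, with initial fluorescence ratio within 5 SD of library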;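 further: B-score of integrated fluorescence ratio over time as area under calcium response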
KCNQ1 act: human KCNQ1 channel potentiation or activation. P51787. CHO-K1 KCNQ1, thallium flux FluxOR fluorescence; active compounds read high. B-score at 10 µM. 0.35% of 310,000 active;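 active means fluorescence ratio B-score, a plate-corrected score, at least three library SD, with initial intensity B-score within 5 SD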
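Assay system: CHO-K1 cells stably expressing KCNQ1; Medium: assay buffer with matched DMSO; Also added: K+/Tl+ depolarizing stimulus; Dosing: single dose; Timing: dye 90 min, compound 20 min, room temperature; Measured by: kinetic FluxOR thallium fluorescence, 10-s 1-Hz baseline, 110-s post-stimulus read; Read-out: peak-minus-minimum fluorescence over initial fluorescence, negative-control normalized, B-scored.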
ANO1 activ: mouse TMEM16A channel activation, primary screen | 0.3% of 340,000 active | HEK293 TMEM16A/YFP-H148Q/I152L, iodide quench fluorescence; active compounds read low | B-score at 10 µM | Q8BHY3;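 active means fluorescence-ratio B-score plate-corrected deviation score at least 3 library SD below zero, with starting fluorescence score within 5 deviations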;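 further: channel opened by trigger with iodide after compound preincubation; score built on the fluorescence ratio of max minus min over baseline; more negative score means more quench and so TMEM16A activation or potentiation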
TRPC4 agonist: opens the mouse TRPC4 cation channel. AID 2237. 0.49% of 310,000 active. B-score at 10 µM. Q9QUQ5. HEK293 TRPC4beta/mu-opioid, Fluo4 calcium fluorescence; active compounds read high;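 active means B-score above 5 SD of library B-scores, and initial fluorescence ratio not above library mean plus 5 SD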;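 further: positive B-score marks a calcium rise read as TRPC4 activation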
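Material: TRPC4beta and mu-opioid receptor HEK293 stable cells | Incubation: 45 min room-temperature Fluo4 loading, 110 s read | Detection: Kinetic Fluo4 calcium fluorescence | Measure: Integrated baseline-normalised fluorescence ratio, converted to per-well B score | Benchmarks: Low control buffer alone, high control maximal DAMGO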
Dyrk1A ADPGlo: Dyrk1A (rat) kinase inhibition; Q63470; ADP-Glo luminescence, NFATc1 peptide; inhibition, % at 12.5 µM; 0.43% of 310,000 active; AID 504441; in the data active means inhibition above about 50%;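 further: plate controls were vehicle with enzyme for no effect and no enzyme for full effect; many of its hits are not listed in these tables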
hERG protect: shields human hERG channel from block by proarrhythmic agents. CHO-hERG, FluxOR thallium flux, dofetilide IC70 present. activation (rescue from dofetilide block), less the hit threshold, % at 10 µM. 0.51% of 310,000 active;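 active means activation above the mean of controls blocked by dofetilide plus 5 SD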;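 further: thallium influx through hERG after potassium depolarization seen as dye fluorescence rise; in these data hits start at about 4.7%; inactives centre near -7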
HDAC3 inh: inhibitors of human histone deacetylase 3. 0.15% of 320,000 active. inhibition, % at 8.3 µM. recombinant HDAC3, fluorogenic peptide/trypsin coupled, fluorescence. AID 2718; in the data active means inhibition above about 26%, passing the limit was not always enough
Target sequence (O15379 whole entry, looked up): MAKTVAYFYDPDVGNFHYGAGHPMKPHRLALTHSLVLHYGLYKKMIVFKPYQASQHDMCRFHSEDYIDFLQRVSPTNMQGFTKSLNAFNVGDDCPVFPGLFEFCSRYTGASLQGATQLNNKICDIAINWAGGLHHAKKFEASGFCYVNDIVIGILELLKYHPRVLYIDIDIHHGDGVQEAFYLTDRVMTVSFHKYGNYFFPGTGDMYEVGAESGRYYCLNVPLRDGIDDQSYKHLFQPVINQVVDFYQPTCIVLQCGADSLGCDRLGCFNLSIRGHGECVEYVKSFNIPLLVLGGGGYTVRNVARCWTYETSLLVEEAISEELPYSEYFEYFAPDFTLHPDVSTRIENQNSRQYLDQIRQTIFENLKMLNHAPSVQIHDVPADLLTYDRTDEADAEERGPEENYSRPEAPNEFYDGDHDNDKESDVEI
Starred values were filed as active, the others as inactive; i = inactive; / = not tested or not shown.

Every second line gives: KCNQ1 block	KCNQ1 act	ANO1 activ	hERG protect	KCNK9 inh	TRPC4 PAM	Dyrk1A ADPGlo	TRPC4 agonist	HDAC3 inh	KCNK3 inh	ANO1 block
1	Nc1nn(S(=O)(=O)c2ccccc2)cc1-c1ccc([N+](=O)[O-])cc1
    i	i	i	-1	i	i	3	i	3	i	i
2	OCCN(CCO)CC(O)COc1ccc2c(c1)OCO2 (configuration not stated)
    i	i	i	-7	i	i	1	i	3	i	i
3	O=C(CSc1nnc2ncccn12)N1CCCCCC1
    i	i	i	-11	i	i	3	i	-3	i	i
4	O=C(NC1CCCC1)C(c1ccc(F)cc1)N(C(=O)Cc1cccs1)c1ccc2c(c1)OCCO2 (configuration not stated)
    i	i	i	-7	i	i	21	i	-4	i	i
5	CN(C)c1ccc(NC(=O)c2ccc3nsnc3c2)cc1
    i	i	i	-7	i	i	0	i	-6	i	i
6	COc1ccccc1CNC(=O)N1CCN(c2ccccc2C)CC1
    i	i	i	-9	i	i	-6	i	-2	i	i
7	COc1cc(/C=N/NC(=S)Nc2cccc(Cl)c2C)ccc1OCC(=O)N1CC(C)OC(C)C1 (configuration not stated)
    i	i	i	-5	i	i	12	i	4	i	i
8	COc1cc(C)c(Cl)cc1S(=O)(=O)NCC1CCCO1 (configuration not stated)
    i	i	i	-6	i	i	-2	i	-4	i	i
9	O=C(Nc1ccc2c(c1)OCCO2)N1CCN(c2ccc(F)cc2)CC1
    i	i	i	-6	i	i	-1	i	-4	i	i
10	COc1ccc(C2CC(C(F)(F)F)n3nc(C(=O)O)c(Cl)c3N2)cc1OC (configuration not stated)
    i	i	i	-9	i	i	8	i	-5	i	i
11	Cc1ccc(-c2nn(CCC(=O)O)cc2/C=C\C(=O)c2ccc(Br)cc2)cc1
    i	i	i	-12	i	i	/	i	17	i	i
12	COc1ccc(N2C(=O)CC(Sc3nnc(-c4ccccc4)o3)C2=O)cc1 (configuration not stated)
    i	i	i	-3	i	i	9	i	-1	i	i
13	CCOC(=O)c1cccc(NC(=O)CN(c2ccc(C)cc2)S(=O)(=O)c2c(C)noc2C)c1
    i	i	i	0	i	i	2	i	2	-8.8*	i
14	Cc1nc(C)c(C(=O)Nc2ccc(Oc3ccccc3)cc2)o1
    i	i	i	-18	i	i	5	i	7	i	i
15	CCN(C(=O)COc1ccccc1[N+](=O)[O-])C1CCS(=O)(=O)C1 (configuration not stated)
    i	i	i	-6	i	i	1	i	1	i	i
16	CC(C)Sc1nc2ccccc2n2cnnc12
    i	i	i	2	i	i	/	i	15	i	i
17	COC(=O)[C@H](Cc1ccccc1)NC(=O)N1Cc2ccccc2C[C@H]1C(=O)OC
    i	i	i	-4	i	i	9	i	-6	i	i
18	COc1ccccc1C(=O)O/N=C(\c1ccccc1)c1ccncc1
    i	i	i	-10	i	i	2	i	-2	i	i
19	Cc1ccc(C(=O)Nc2nc(=O)n(C(=O)c3ccccc3C)s2)cc1
    /	/	i	/	/	/	6	/	16	i	25*
20	Cc1cc(=O)[nH]c2c1cnn2C(C)c1ccccc1 (configuration not stated)
    i	i	i	-4	i	i	-3	i	0	i	i
21	CC1(C)N=C(N)NC(Nc2ccccc2Cl)=N1
    i	i	i	-6	i	i	7	i	-1	i	i
22	O=C(Nc1ccccc1Br)C1CC(=O)N(c2ccc3c(c2)OCCO3)C1 (configuration not stated)
    i	i	i	-10	i	i	10	i	-5	i	i
23	C=CCn1c(=O)/c(=C\c2ccccn2)s/c1=C(/C#N)C(=O)NCC1CCCO1 (configuration not stated)
    i	i	i	-5	i	i	-5	i	-1	i	i
24	O=C(C(Cl)Cl)N1CCN(Cc2ccc3c(c2)OCO3)CC1
    i	i	i	-9	i	i	2	i	6	i	i
25	COc1ccc(OCC(=O)Nc2cccc(NC(=O)COc3ccc(OC)cc3)n2)cc1
    i	i	i	-8	i	i	12	i	0	i	i
26	Cc1ccc(C(=O)N2CCN(CCNC(=O)C(=O)NCc3ccc(Cl)cc3)CC2)cc1
    i	i	i	-9	i	i	0	i	3	i	i
27	CC1(C)Cc2c(sc(NC(=O)c3ccccc3)c2C(=O)O)CO1
    i	i	i	-4	i	i	-8	i	2	i	i
28	COc1ccccc1-n1c(SCC(=O)O)nc2c(sc(=S)n2-c2ccccc2C)c1=O
    i	i	i	-1	i	i	4	i	5	i	i
29	Cc1ccccc1C1C(C#N)=C2N=C(N)c3ccccc3N2C2=C1C(=O)CCC2 (configuration not stated)
    i	i	i	-9	i	i	10	i	5	i	i
30	S=c1[nH]nc(-c2ccc(Cl)cc2)n1CC1CCCO1 (configuration not stated)
    i	i	i	-12	i	i	-3	i	13	i	i

Additional records follow.
Every second line gives: KCNQ1 block	KCNQ1 act	ANO1 activ	hERG protect	KCNK9 inh	TRPC4 PAM	Dyrk1A ADPGlo	TRPC4 agonist	HDAC3 inh	KCNK3 inh	ANO1 block
31	CC(C)N1CCN(c2ccc(OC[C@H]3CO[C@](Cn4cncn4)(c4ccc(Cl)cc4Cl)O3)cc2)CC1
    /	/	i	/	/	/	5	/	-1	i	i
32	CCOc1cc(NC(=O)c2ccccn2)c(OCC)cc1NC(=O)c1cccc(C)c1
    i	i	i	-10	i	i	7	i	3	i	i
33	CNC(=S)N/N=C/c1c(C)nn(-c2ccccc2)c1Cl
    i	i	i	-10	i	i	-3	i	-2	i	i
34	CC1=CC(C)(C)N(C(=O)CSc2ncn[nH]2)c2ccc(C)cc21
    i	i	i	-3	i	i	5	i	3	i	i
35	Cc1ccc(/C=C2\SC(=S)N(CCCC(=O)Nc3ccc(O)cc3)C2=O)cc1
    i	i	i	-11	i	i	-3	i	-4	i	i
36	O=C(Cn1cnc([N+](=O)[O-])c1)NC1CCCC1
    i	i	i	-5	i	i	-1	i	3	i	i
37	Cn1c(=O)c2nc(-c3ccc(Cl)cc3Cl)oc2c2ccccc21
    i	i	i	-4	-10*	i	0	i	2	i	i
38	Cc1ccc(S(=O)(=O)N2CCN=C2c2ccccc2)cc1C
    /	/	i	/	/	/	2	/	-1	i	i
39	CCCn1nnnc1SCC(=O)N1CCCC1
    i	i	i	3	i	i	-1	i	2	i	i
40	COCCn1c(SC)nnc1-c1c[nH]c2ccccc12
    i	i	i	-10	i	i	-5	i	8	i	i
41	CCOC(=O)c1cc2c(ccn2C)n1CC(=O)N(Cc1ccccc1)c1ccc(F)cc1
    i	i	i	-6	i	i	/	i	22	i	i
42	COc1ccc(/C=N/NC(=O)CNC(=O)/C=C/c2ccccc2OC)cc1
    i	i	i	-8	i	i	-2	i	3	i	i
43	O=C(Nc1cccc(C(=O)O)c1)/C(=C\C=C\c1ccccc1)NC(=O)c1ccccc1
    i	i	i	-19	i	i	1	i	11	i	i
44	CC(=O)OC(C(=O)NC1CCCCC1)c1ccc(C#N)cc1 (configuration not stated)
    i	i	i	-9	i	i	-1	i	-5	i	i
45	CCc1cccc(NC(=O)CN(C)S(=O)(=O)c2cccc3cccnc23)c1
    i	i	i	-11	i	i	3	i	0	i	i
46	C=CCOC(=O)C1=C[C@H](c2coc3ccccc3c2=O)[C@@H](CCCO)[C@H](OCC)O1
    i	i	i	0	i	i	0	i	9	i	i
47	Cc1cc(C)nc(/N=C(\N)Nc2ccc([N+](=O)[O-])cc2)n1
    i	i	i	-8	i	i	-3	i	4	i	i
48	O=C(CCN1C(=O)[C@@H]2Cc3ccccc3CN2C1=O)NCc1ccccc1Cl
    i	i	i	-8	i	i	/	i	-1	i	i
49	CC(=O)Nc1ccc(S(=O)(=O)NCCC(=O)Nc2ccc(C)cn2)cc1
    i	i	i	-5	i	i	-4	i	-1	i	i
50	COc1ccc(-n2c(C)cc(C(=O)CN3C(=O)C(=O)N(Cc4ccccc4)C3=O)c2C)cc1
    i	i	i	-12	i	i	-6	i	2	i	i
51	CCn1c(SCC(=O)NCc2ccc3c(c2)OCO3)nnc1-c1ccco1
    i	i	i	-5	i	i	-1	i	3	i	i
52	N=c1n(CCN2CCCC2)c2ccccc2n1CC(O)c1ccco1 (configuration not stated)
    i	i	i	-10	i	i	3	i	-10	i	i
53	N#Cc1cnn2c(C(F)(F)F)c3c(nc12)CCCC3
    i	i	i	-21	i	i	0	i	-4	i	i
54	COC(=O)C1=C(C)N(c2ccc(C)cc2)/C(=C/c2cccs2)C1=O
    i	i	i	-9	i	i	6	i	-2	i	i
55	O=C(Cn1c2ccccc2c2nc3n(c(=O)c21)CCCS3)Nc1ccccc1
    i	i	i	-8	i	i	/	i	0	i	i
56	C/C(CC(=O)Nc1ccc2c(c1)OCCO2)=N\NC(=O)c1ccc([N+](=O)[O-])cc1Cl
    i	i	i	-11	i	i	-2	i	4	i	i
57	Cc1ccc(-c2ccc(=O)n(CC(=O)NCCN(CC(C)C)CC(C)C)n2)cc1
    i	i	i	-7	i	i	/	i	-4	i	i
58	CN(C)c1ccc(/C=N/NC(N)=S)cc1[N+](=O)[O-]
    i	i	i	-3	i	i	-2	i	-4	i	i
59	Cc1cccc(C(=O)NNC(=O)c2cccc([N+](=O)[O-])c2)c1
    i	i	i	-14	i	i	1	i	-5	i	i
60	COc1ccc(NC(=O)C(c2ccccc2)N(C)C(=O)c2cnccn2)cc1 (configuration not stated)
    i	i	i	-8	i	i	/	i	-11	i	i

The list continues.
Every second line gives: KCNQ1 block	KCNQ1 act	ANO1 activ	hERG protect	KCNK9 inh	TRPC4 PAM	Dyrk1A ADPGlo	TRPC4 agonist	HDAC3 inh	KCNK3 inh	ANO1 block
61	c1ccc2[nH]c(CSc3nnc(-c4ccncc4)o3)nc2c1
    i	i	i	-7	i	i	7	i	2	i	i
62	CCN1CCN(c2nc3c(C)cccn3c(=O)c2/C=C(\C#N)S(=O)(=O)c2ccccc2)CC1
    i	i	i	-29	i	i	1	i	8	i	i
63	O=C(O)c1cccc(NC(=O)C23CC4CC(C2)CC(n2cnc(Cl)n2)(C4)C3)c1
    i	i	i	-9	i	i	-7	i	-5	i	i
64	NC(=O)CC(NC(=O)Cc1cccc2ccccc12)c1ccc(NCc2cc(F)ccc2F)c([N+](=O)[O-])c1 (configuration not stated)
    i	i	i	-6	i	i	7	i	4	i	i

These rows are one share of the data; the hit share may differ from the screen's.
